# Bioassay records: PubChem, Johns Hopkins Ion Channel Center
# KCNK3 block: human KCNK3 channel inhibitors, primary screen, CHO cells, FluxOR thallium flux, B-score; 0.84% of 340,000 active; AID 602410, 2012; FluxOR fluorescence; hits give low values; B-score at 10 µM;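 active = B-score under library mean minus 4 SD, starting fluorescence ratio at most library mean plus 5 SD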;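 also: more negative B-score means stronger inhibition of thallium flux through KCNK3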
# MrgX1 agonist: agonists of human MrgX1 receptor, primary screen, HEK293 cells, Fluo-4 calcium flux. Mas-related G-protein coupled receptor member X1 (Homo sapiens), Q96LB2. Fluo-4 calcium fluorescence, agonist mode; hits give high values. B-score at 10 µM. 0.44% of 310,000 active. AID 588627, 2011;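 active = calcium response B-score plate-corrected fluorescence ratio at least 3 library SD, with starting fluorescence B-score inside 5 SD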
# Target sequence (Q96LB2 whole entry, looked up): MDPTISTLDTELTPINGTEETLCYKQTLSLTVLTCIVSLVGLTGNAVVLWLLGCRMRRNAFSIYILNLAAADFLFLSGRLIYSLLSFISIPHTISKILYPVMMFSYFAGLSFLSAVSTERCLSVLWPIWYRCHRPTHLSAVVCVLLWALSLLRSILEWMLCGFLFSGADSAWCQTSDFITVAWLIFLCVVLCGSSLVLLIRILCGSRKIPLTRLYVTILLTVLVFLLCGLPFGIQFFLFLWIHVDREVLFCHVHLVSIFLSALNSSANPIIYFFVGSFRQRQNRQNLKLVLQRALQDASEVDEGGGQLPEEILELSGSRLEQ
#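 Test system: HEK293 cells stably expressing human MrgX1 receptor; amount: 15,000 cells per well; doses: compound delivered in addition one of three; times: overnight plating before 1 h dye loading; detection: Fluo-4 NW calcium-flux fluorescence, kinetic read; read-out basis: B-scored fluorescence response ratio; controls: positive and negative controls per plate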
# RGS4 act: RGS4 potentiators or activators, primary screen, cell-based, HEK293 M3R inducible RGS4, calcium flux; AID 463111, 2010; B-score at 10 µM; carbachol calcium flux Fluo4; hits give low values; 0.92% of 310,000 active;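 active = B-score of the integrated calcium signal more than 4 SD below the library mean, with starting fluorescence not abnormally high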;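 also: negative B-score means reduced calcium response which marks RGS4 activation or potentiation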
#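 System – HEK293 FlpIn-TREx cells, stable M3R, doxycycline-inducible RGS4 · Reagent – ECmax carbachol challenge · Times – compound preincubation 20 min at room temperature before agonist · Technique – Fluo4 fluorescence kinetic imaging of calcium · Measure – B score of integrated Fluo4 ratio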
# ANO1 block: TMEM16A chloride channel inhibitors, primary screen, cell-based, HTS | HEK293 TMEM16A/YFP iodide influx fluorescence, ionomycin | normalized B-score (activity score, 25-100; higher = stronger inhibition) at 10 µM | 1.2% of 310,000 active | AID 588511, 2011;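 active = ratio plate-corrected score three or more library SD toward inhibition, starting fluorescence score within five deviations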;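 also: score derived from kinetic fluorescence span divided by baseline fluorescence per well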
# hERG rescue: hERG rescue from dofetilide block, primary screen, cell-based, CHO-hERG, FluxOR thallium flux, dofetilide IC70. activation (rescue from dofetilide block), less the hit threshold, % at 10 µM. 0.51% of 310,000 active. AID 1511, 2009. dofetilide IC70 present. Voltage-gated inwardly rectifying potassium channel KCNH2 (Homo sapiens), Q12809;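 active = activation above the mean of controls blocked by dofetilide plus 5 SD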;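 also: thallium influx through hERG after potassium depolarization seen as dye fluorescence rise; in these data hits start at about 4.7%; inactives centre near -7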
# TMEM16A act: TMEM16A chloride channel activators or potentiators, primary screen, cell-based, HTS; B-score at 10 µM; HEK293 TMEM16A/YFP-H148Q/I152L, iodide quench fluorescence; hits give low values; 0.3% of 340,000 active; Anoctamin-1 (Mus musculus), Q8BHY3;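 active = fluorescence-ratio B-score plate-corrected deviation score at least 3 library SD below zero, with starting fluorescence score within 5 deviations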;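 also: channel opened by trigger with iodide after compound preincubation; score built on the fluorescence ratio of max minus min over baseline; more negative score means more quench and so TMEM16A activation or potentiation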
# MrgX1 PAM: positive allosteric modulators of MrgX1, primary screen, HEK293 cells, Fluo-4 calcium flux | FDSS; hits give high values | B-score at 10 µM | 0.63% of 310,000 active | Mas-related G-protein coupled receptor member X1 (Homo sapiens), Q96LB2;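 active = plate-corrected calcium response at least 3 library SD above typical, normal starting fluorescence, not activating the receptor alone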;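 also: compound read alongside a low EC10 to EC30 dose of BAM8-22 agonist; peak minus trough fluorescence over baseline measured at the second addition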
# KCNK9 inh: KCNK9 potassium channel inhibitors, primary screen, HEK293 cells, thallium flux; Potassium channel subfamily K member 9 (Homo sapiens), Q9NPC2; AID 488922, 2010; 1.2% of 310,000 active; FluxOR thallium flux fluorescence; hits give low values; B-score at 10 µM;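 active = ratio B-score over 3 SD below the library mean, with starting fluorescence within 5 SD of its mean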;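 also: negative B-score means less thallium flux so channel inhibition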
# Target sequence (Q9NPC2 whole entry, looked up): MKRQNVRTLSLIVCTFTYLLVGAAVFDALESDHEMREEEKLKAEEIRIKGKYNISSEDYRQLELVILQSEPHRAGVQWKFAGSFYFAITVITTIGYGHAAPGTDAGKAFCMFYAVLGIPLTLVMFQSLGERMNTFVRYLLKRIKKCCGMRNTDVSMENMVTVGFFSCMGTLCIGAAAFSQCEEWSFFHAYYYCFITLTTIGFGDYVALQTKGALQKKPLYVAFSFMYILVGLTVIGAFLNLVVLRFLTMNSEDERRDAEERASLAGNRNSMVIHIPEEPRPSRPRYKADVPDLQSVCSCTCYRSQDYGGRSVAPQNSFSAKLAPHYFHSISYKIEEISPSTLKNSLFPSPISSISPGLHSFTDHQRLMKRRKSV
# KCNQ1 inh: inhibitors of human KCNQ1 channel, primary screen, cell-based, thallium flux, high-throughput | CHO-K1 KCNQ1, FluxOR thallium flux fluorescence; hits give high values | B-score at 10 µM | 1.3% of 310,000 active;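 active = compounds whose thallium flux B-score, printed positive for inhibition, exceeds three library SD while starting fluorescence stays within three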;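 also: channel opened by potassium depolarization with thallium stimulus after 20 min compound exposure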
# RGS4 block: RGS4 inhibitors, primary screen, cell-based, HEK293 M3R inducible RGS4, calcium flux. Fluo-4 calcium flux; hits give high values; triggered by carbachol at its EC20. B-score at 10 µM. 0.45% of 310,000 active. AID 463165, 2010;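 active = B-score, a plate-corrected calcium signal, over three deviations above library mean, with baseline fluorescence within five deviations of library mean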;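 also: RGS4 expression induced by doxycycline in cells with stable M3 receptor; B-score is computed from the integrated fluorescence ratio over baseline after carbachol; higher B-score means a larger calcium signal and so more RGS4 inhibition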
# Target sequence (P49798 whole entry, looked up): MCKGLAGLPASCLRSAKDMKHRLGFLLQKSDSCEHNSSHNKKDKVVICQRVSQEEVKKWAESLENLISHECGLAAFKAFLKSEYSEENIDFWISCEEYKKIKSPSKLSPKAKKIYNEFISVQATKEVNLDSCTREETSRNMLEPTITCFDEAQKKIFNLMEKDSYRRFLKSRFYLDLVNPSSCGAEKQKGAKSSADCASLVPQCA
# KCNQ1 pot: potentiators or activators of KCNQ1 channel, primary screen, cell-based, thallium flux, high-throughput; 0.35% of 310,000 active; Potassium voltage-gated channel subfamily KQT member 1 (Homo sapiens), P51787; CHO-K1 KCNQ1, thallium flux FluxOR fluorescence; hits give high values; AID 2648, 2010; B-score at 10 µM;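 active = fluorescence ratio B-score, a plate-corrected score, at least three library SD, with initial intensity B-score within 5 SD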
#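 Material: CHO-K1 cells stably expressing KCNQ1. Medium: assay buffer for compound exposure, DMSO matched across wells. Reagent: K+/Tl+ depolarizing stimulus. Compound dosing: single-concentration screen. Times: 37 °C overnight plating, 90-min dark dye load, 20-min compound pretreatment. Technique: FluxOR Tl+ flux fluorescence.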
# * hit, by the source's call; i = inactive; / = no result given.
entry	smiles	KCNK3 block	MrgX1 agonist	RGS4 act	ANO1 block	hERG rescue	TMEM16A act	MrgX1 PAM	KCNK9 inh	KCNQ1 inh	RGS4 block	KCNQ1 pot
1	Cc1ccc(C)c(OCc2nnc(NC(=O)c3ccc4c(c3)OCO4)s2)c1	i	i	i	i	-1	i	i	i	i	i	i
2	O=S1(=O)CCN(Cc2ccccc2Cl)CC1	i	i	i	i	-8	i	i	i	i	i	i
3	CCCn1c(NCc2cccs2)nc2ccccc21	i	i	i	i	-8	i	i	i	i	i	i
4	COc1ccc2ccccc2c1CN1CCN(C(=O)c2ccco2)CC1	-11*	i	i	i	-1	i	i	i	i	i	i
5	O=C(CCN1CCN(c2ccccc2)CC1)Nc1ccc2c(c1)OCO2	i	i	i	i	-6	i	i	i	i	i	i
6	Cc1ccc(C)c(NC(=O)CN(C)C(=O)c2oc3c(Cl)cccc3c2C)c1	i	i	i	i	-11	i	i	i	i	i	i
7	O=C(CN(C(=O)c1nsc(Cl)c1Cl)c1ccc(F)cc1)NC1CCCC1	i	i	i	i	-7	i	i	i	i	i	i
8	COc1cc([N+](=O)[O-])cc(/C=C2/SC(=S)N(Cc3ccccc3)C2=O)c1O	i	43*	-7.6*	i	-10	i	i	i	9*	i	i
9	Cc1cc(C(=O)COC(=O)CC2Sc3ccccc3NC2=O)c(C)n1-c1cccc(C(F)(F)F)c1 (centres undefined)	i	i	-8.2*	i	-7	i	i	i	i	i	i
10	Cc1ccc2cc3cc(C(=O)NC4CC4)oc3nc2c1	i	i	i	i	-12	i	i	i	i	i	i
11	Cc1cc(-c2nsc(=O)o2)c(S(C)(=O)=O)s1	i	i	i	i	-14	i	i	i	i	i	i
12	CCN(CC)C(=O)c1n[nH]c(=O)c2ccccc12	i	i	i	i	-6	i	i	i	i	i	i
13	Cc1ccc(C(=O)N2CCNC(=O)C2CC(=O)Nc2ccccc2)cc1 (centres undefined)	i	i	i	i	-9	i	i	i	i	i	i
14	CCC(CC)C(=O)Nc1cccc(/C(C)=N\NC(=O)c2ccc(C)s2)c1	i	i	i	i	-11	i	i	i	i	i	i
15	O=C(NC1CC1)c1ccc(CSCc2cccc(F)c2)o1	i	i	i	i	-11	i	i	i	i	i	i
16	COCCN1CCn2c(nc3cc(NC(=O)c4cccs4)ccc32)C1	i	i	i	i	-6	i	i	i	i	i	i
17	CCOc1ccccc1Oc1cn[nH]c1-c1ccc(O)cc1O	i	i	i	i	-11	i	i	-10*	i	i	i
18	CCCc1cc(=O)oc2cc(C)cc(OCC(=O)NCc3cccnc3)c12	i	i	i	i	-14	i	i	i	i	i	i
19	O=[N+]([O-])c1cccc(-c2noc(-c3ccco3)n2)c1	i	i	i	i	-7	i	i	i	i	i	i
20	N#CC1(NC(=O)COC(=O)c2ccc(Cl)nc2)CCCCC1	i	i	i	i	-5	i	i	i	i	i	i
21	Cc1nn(Cc2c(Cl)cccc2Cl)c(C)c1NC(=O)Cn1nc([N+](=O)[O-])c(Cl)c1C	i	i	i	i	-7	i	i	i	i	i	i
22	Cc1ccc2c(c1)C1(C(=O)N2C)N2CC3(C)CN1CC(C)(C2)C3=O (centres undefined)	i	i	i	i	-2	i	i	i	i	i	i
23	CCOC(=O)c1c(NC(=O)c2cc3n(n2)C(C(F)(F)F)CC(c2ccccc2)N3)sc(C)c1C (centres undefined)	i	i	i	i	-6	i	i	i	i	i	i
24	C=CCn1c(N)c(C(=O)NCc2ccco2)sc1=S	i	i	i	i	-10	i	i	i	i	i	i
25	COc1ccc(CNCC(O)COCc2cccs2)cc1 (centres undefined)	i	i	i	i	-10	i	i	i	i	i	i
26	Cc1cc(C(=O)COC(=O)Cc2n[nH]c(=O)c3ccccc23)c(C)n1-c1cccc(C(F)(F)F)c1	i	i	i	i	-9	i	i	i	i	i	i
27	NC[C@@]12CCCC1C1CCC2C1 (some centres undefined)	/	i	i	i	-8	/	i	i	i	i	i
28	Cc1ccc(C(=O)CN(C(=O)c2ccc(Cl)c(Cl)c2)N2C(=O)C3CCCCC3C2=O)cc1 (centres undefined)	i	i	i	i	-8	i	i	i	i	i	i
29	Nc1nonc1-n1nnc(C(=O)N/N=C/c2ccc(OCc3ccccc3)cc2)c1COc1ccc(F)cc1	i	i	i	i	-6	i	i	i	i	i	i
30	COc1cc(-n2c(-c3ccccc3)n[nH]c2=S)c(OC)cc1Cl	i	i	i	i	-4	i	i	i	i	i	i
31	O=C(CSCc1ccccc1)Nc1ccc(F)cc1F	i	i	i	i	-9	i	i	i	i	i	i
32	CCc1nnc(NC(=O)c2ccc(COc3ccccc3)o2)s1	i	i	i	i	-14	i	i	i	i	i	i
33	COC(=O)c1sccc1NC(=O)c1csc2c1CCCC2	i	i	i	i	-8	i	i	i	i	i	i
34	CC(=O)Nc1ccc2nc3c(=O)n(C)c(=O)n(C)c3nc2c1	i	i	i	i	-14	i	i	i	8*	i	i
35	O=C(Nc1ccc(-c2nnc(-c3ccccc3)o2)cc1)c1ccc(Br)o1	i	i	i	i	-8	i	i	i	i	i	i
36	COc1ccc(N(CC(=O)NC(C)(C)C)S(=O)(=O)c2ccccc2)cc1OC	i	i	i	i	-3	i	i	i	i	i	i
37	COc1cccc(/C=N/NC(=S)NC2CC3CCC2C3)c1OC (centres undefined)	i	i	i	i	-3	i	i	i	i	i	i
38	Cc1ccccc1CC1(CO)CCCN(C(=O)CCC(F)(F)F)C1 (centres undefined)	i	i	i	i	0	i	i	i	i	i	i
39	O=C(COC(=O)c1ccc(NS(=O)(=O)c2ccc3c(c2)OCCO3)cc1)NC1CCS(=O)(=O)C1 (centres undefined)	i	i	i	i	-5	i	i	i	i	i	i
40	CC(C)c1ccc(NC(=O)CCc2ccccc2)cc1	i	i	i	i	0	i	i	i	i	i	i
41	Cc1ccc(Oc2ccccc2NC(=O)CN2C(=O)NC3(CCCC3)C2=O)cc1	i	i	i	i	-6	i	i	i	i	i	i
42	CC1CSc2nc3sc4c(c3c(=O)n21)CCCC4 (centres undefined)	i	i	i	i	-6	i	i	i	i	i	i
43	CCCCN(C)CCNS(=O)(=O)c1ccc2c(c1)n(C)c(=O)c(=O)n2C	i	i	i	i	-10	i	i	i	i	i	i
44	O=C(NCC1CCCO1)c1ccc2c(c1)N(Cc1ccccc1)C(=O)CS2=O (centres undefined)	i	i	i	i	-9	i	i	i	i	i	i
45	CC(C)C(=O)c1cc2c(cc1NC(=O)c1cccs1)OCCO2	i	i	i	i	-3	i	i	i	i	i	i
46	COc1ccc(/C=C/C(=O)N2CCCc3ccccc32)c(OC)c1	i	i	i	i	-11	i	i	i	i	i	i
47	COc1nc(NCC(C)C)nc(Oc2ccc(OCc3ccccc3)nn2)n1	i	i	i	i	2	i	i	i	i	i	i
48	Cc1ccc(N2C(=O)N(CC(=O)Nc3cccc(Cl)c3)C(=O)C2C)cc1 (centres undefined)	i	i	i	i	-14	i	i	i	i	i	i
49	CC1=CC(c2ccc(Cl)cc2)n2nc(N3C(=O)CCC3=O)nc2N1 (centres undefined)	i	i	i	i	-10	i	i	i	i	i	i
50	Cc1cc(C)n(-c2ccc(C(=O)C(C#N)c3nc4ccccc4n3C)cc2)n1 (centres undefined)	i	i	i	i	-4	i	i	i	i	i	i
51	COc1ccc(S(=O)(=O)N2CCCC2)c(C)c1C	i	i	/	i	/	i	i	/	/	/	/
52	CCOc1ccc(NC(=S)NCCCc2ccccc2)cc1	i	i	i	i	-8	i	i	i	i	i	i
53	O=C(O)CCc1ccc(-c2ccc(Cl)cc2)n1CC(=O)O	i	i	i	i	4	i	i	i	i	i	i
54	COc1ccc(C)cc1NC(=O)n1ncc2cc(Cl)ccc21	i	i	i	i	-3	i	i	i	i	i	i
55	COc1cc(C(=O)Nc2ccc3c(c2)OCCO3)ccc1OC(F)F	i	i	i	i	-5	i	i	i	i	i	i
56	CSc1nc2ccsc2c(=O)n1-c1ccccn1	i	i	i	i	-7	i	i	i	i	i	i
57	CCN(c1cccc(C)c1)S(=O)(=O)c1ccc(-n2cccn2)cc1	i	i	i	i	-4	i	7*	i	i	i	i
58	COc1ccc(/C(O)=C/c2nc3ccccc3n(-c3ccccc3)c2=O)cc1	i	i	i	i	-5	i	i	i	i	i	i
59	C=CCn1c(N)c(C(=O)NCCC2=CCCCC2)sc1=S	i	i	i	i	-15	i	i	i	i	i	i
60	O=S1(=O)c2cccc3cccc(c23)N1CCBr	i	i	i	i	-7	i	i	i	i	i	i

# Continued.
entry	smiles	KCNK3 block	MrgX1 agonist	RGS4 act	ANO1 block	hERG rescue	TMEM16A act	MrgX1 PAM	KCNK9 inh	KCNQ1 inh	RGS4 block	KCNQ1 pot
61	COCCNC(=O)c1cc(-c2cccc(OC)c2)on1	i	i	i	i	-10	i	i	i	i	i	i
62	CC(C)CN1C(=O)c2ccc(NC(=O)c3cccs3)cc2C1=O	i	i	i	i	-11	i	i	i	i	i	i
63	COCCCNC(=O)c1cc2cc(Br)ccc2oc1=O	i	i	i	i	-3	i	i	i	i	i	i
64	Cn1cc(C(=O)N2CCN(c3ccccn3)CC2)c(=O)c2cc(S(=O)(=O)N3CCOCC3)ccc21	i	i	/	i	/	i	i	/	/	/	/
65	CCn1c(SCC(=O)Nc2nccs2)nnc1-c1cc2cccc(OC)c2o1	i	/	i	/	-6	i	/	i	i	i	i
66	O=C(Nc1nnc(COc2ccc(F)cc2)s1)Nc1ccccc1F	i	i	i	i	-4	i	i	i	i	i	i
67	CC1=CC(C)(C)N(C(=O)c2ccc(F)cc2)c2cc3c(cc21)OCO3	i	i	i	100*	-18	i	i	i	i	i	i

# This is a random part of the collection. Share with any hit: about 6.3%.
